Assay outcomes as filed in PubChem.
AT treatment: potential ataxia-telangiectasia treatments restoring KAP-1 phosphorylation | […] A-T fibroblasts, KAP-1 phosphorylation AlphaLISA; neocarzinostatin DNA damage 30 min before lysis | Potency, µM (series often up to 57.5 µM), without a hit: at the highest dose activation, usual class: activators | 320,000 compounds, 0.19% hits | AID 485349; further: potency means the concentration at half of the fitted maximal effect; % of control where 0% means no effect; nearly all actives have a fitted effect of over 45% in size
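ATM-like activity read as KAP-1 phosphorylation via AlphaLISA donor/acceptor antibody pairs after lysis and 6 hr at 25C. Cells were ATM-null patient fibroblasts ([…], hTERT), dosed 60 min, then exposed to the DSB inducer NCS for 30 min.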
TSHR antag: antagonists of human thyroid stimulating hormone receptor; P16473; TSHR-expressing cells, TSH-stimulated cAMP HTRF, 2 h; stronger effect = lower value; activity change, negative = inhibition, % at 11.5 µM; 330,000 compounds, 0.2% hits; AID 504810;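 active means activity change below a set negative limit, meaning inhibition stronger than a set level, cut at about -70% in these data; inconclusive means activity change between two set negative limits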; further: on the % scale 0 is the no-effect control and ±100 the full control effect
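Inhibition of cAMP made by TSHR-expressing cells under TSH stimulation (4nM final, EC80; 2 h, 37 deg C) is quantified with a one-step lysis HTRF kit, anti-cAMP cryptate versus cAMP-d2.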
USP2a block: blocks human ubiquitin-specific protease USP2a; AID 463254; 330,000 compounds, 0.01% hits; O75604; USP2 core, Ub-CHOP2 coupled fluorogenic reporter, 485/531; Potency, µM (doses to about 38.3 µM), without a hit: at the highest dose activity change, negative = inhibition, hits mostly inhibitors;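 further: potency means the concentration at half of the fitted maximal effect; plate controls were DMSO wells for no effect and full inhibition by NEM control for full effect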
Target sequence (O75604 whole entry, looked up): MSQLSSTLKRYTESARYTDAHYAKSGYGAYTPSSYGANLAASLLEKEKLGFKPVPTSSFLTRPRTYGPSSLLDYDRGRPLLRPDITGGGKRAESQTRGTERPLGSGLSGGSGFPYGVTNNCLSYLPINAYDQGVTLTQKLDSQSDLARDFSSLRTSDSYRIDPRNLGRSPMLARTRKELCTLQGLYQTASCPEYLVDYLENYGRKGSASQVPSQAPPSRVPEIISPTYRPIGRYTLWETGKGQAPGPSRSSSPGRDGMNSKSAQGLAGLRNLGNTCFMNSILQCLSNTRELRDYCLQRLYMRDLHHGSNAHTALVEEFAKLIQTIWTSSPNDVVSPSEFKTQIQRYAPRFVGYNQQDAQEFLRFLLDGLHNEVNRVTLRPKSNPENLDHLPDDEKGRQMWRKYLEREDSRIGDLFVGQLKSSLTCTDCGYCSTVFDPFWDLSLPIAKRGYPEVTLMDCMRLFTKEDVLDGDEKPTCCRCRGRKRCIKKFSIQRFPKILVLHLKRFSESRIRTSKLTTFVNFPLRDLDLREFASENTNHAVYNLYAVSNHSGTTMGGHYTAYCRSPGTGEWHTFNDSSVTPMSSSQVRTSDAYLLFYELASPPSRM
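Deubiquitinase activity read as fluorescence (485/531 nm) after Ub-CHOP2 cleavage activates the enterokinase reporter on its substrate; USP2 core 10nM, Ub-CHOP2 and substrate 25nM each, 30min compound preincubation then 60min RT; data normalized to NEM, curves fitted.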
TRPV1 agonist: activates the human vanilloid receptor TRPV1; TRPV1-expressing cells, Fluo-8 calcium influx, agonist mode; activation, % at 8.33 µM; 320,000 compounds, 0.19% hits; AID 540275; in the data active means activation above about 80%; inconclusive means between about 30% and that limit; further: 0% is about no effect
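Cells expressing TRPV1 were dye-loaded with Fluo-8 and read kinetically: 10 s baseline, 3 min after compound (agonist portion), then 2 min after EC20 capsaicin (allosteric enhancer portion). Calcium-bound dye fluorescence at 480/520 nm.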
ELG1 repair inh: ELG1-dependent DNA repair inhibition; HEK293T ELG1-luciferase reporter, luminescence, 16 h; DNA damage induced by 5-fluorouridine; Potency, µM (doses to about 46.1 µM), without a hit: at the top dose activity change, negative = inhibition, most hits filed as inhibitors; 330,000 compounds, 2.3% hits; AID 504467; further: potency means the concentration at half of the fitted maximal effect; on the % scale 0 is the no-effect control and ±100 the full control effect; nearly all actives have a fitted effect of over 55% in size
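Quantitative HTS, concentration-response format. 2,000 cells/well co-treated with 5-fluorouridine and compound, 16 hr in 5% CO2 at 37 °C; ONE-Glo luminescence read after 30 min.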
Mito fusion yeast: blocks mitochondrial division or promotes mitochondrial fusion; Potency, µM (highest dose often 46.1 µM), for inactives: at the top dose growth rescue (activation), usual class: activators; AID 485298; S. cerevisiae fusion-defective mutant growth rescue, CellTiterGlo 48 h; 320,000 compounds, 0.23% hits;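 further: potency means the concentration at half of the fitted maximal effect; % of control where 0% means no effect; nearly all actives have a fitted effect of over 45% in size; temperature-sensitive fusion mutants such as fzo1-1 at 37 °C on non-fermentable ethanol glycerol medium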
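Read-out: ATP-based luminescence (CellTiterGlo, 10 min ambient) reporting growth of fusion-defective ts yeast after 48 hours at 37C on glycerol/ethanol YPEG medium in the presence of compound.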
TCR act: T cell receptor activation; primary human leukocytes, anti-CD3, IL-2 HTRF, 48 h; Potency, µM (doses to about 9.22 µM), for inactives: top-dose activation of IL-2 secretion, usual class: activators; 330,000 tested, under 10 active; further: % of control where 0% means no effect
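Activity was scored as IL-2 release from primary human leukocytes given only a TCR signal (a-CD3 beads) plus compound for 48 hr. Detection used a two-antibody HTRF format read at 665nm.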
hERG WT inh: KCNH2 (human, wildtype) channel inhibition; Q12809; U2OS, BacMam KCNH2, thallium flux FluxOr; stronger effect = lower value; activity change, % at 1.84 µM; 340,000 compounds, 0.37% hits; AID 720551;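 active means maximum activity change below -70%; inconclusive means maximum activity change between -70% and -50%; inactive means maximum activity change above -50%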; further: on the % scale 0 is the no-effect control and ±100 the full control effect
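U2OS cells were transduced with wild-type KCNH2 virus (2.03 x 10^8 / mL) for 4 h at room temperature, then cultured overnight at 37 C. Thallium flux was read with FluxOr dye. Rate constants were normalized to DMSO controls.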
KCNH2 3.1 inh: KCNH2 3.1 (human) potassium channel inhibition. 340,000 compounds, 0.95% hits. U2OS KCNH2 3.1, thallium flux FluxOr; stronger effect = lower value. activity change, % (tested at about 1.8 µM);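 active means maximum activity change below -70%; inconclusive means maximum activity change from -70% to -50%; inactive means maximum activity change above -50%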;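 further: thallium influx rate constant from kinetic fluorescence after stimulation buffer; on the % scale 0 is the no-effect control and ±100 the full control effect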
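Virally transduced U2OS (3.1 isoform, 4 h infection in dark at RT) → overnight 37 C → FluxOr + Red40 in HBSS/HEPES, 45 min → stimulation buffer, 2 min kinetic read → rate constant vs DMSO controls.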
Eya2 phos inh: blocks the phosphatase activity of human Eya2. recombinant Eya2, OMFP fluorescence dephosphorylation (OMFP is methylfluorescein phosphate). Potency, µM (titrated, usually from 76.9 µM), for the others: at the highest dose activity, negative = inhibition, hits mostly inhibitors. 330,000 compounds, 0.006% hits; further: potency means the concentration at half of the fitted maximal effect; on the % scale 0 is the no-effect control and ±100 the full control effect
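Eya2 protein (added as 0.2 uM solution) was preincubated with compound for 10 min at ambient temperature in 50 mM HEPES pH 7.5, 50 mM NaCl, 5 uM MgCl2, 0.05% BSA, 1 mM DTT. OMFP (added at 50 uM) then reacted 10 min; fluorescence read at 485/525 nm.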
Starred values were filed as active, the others as inactive; ? = inconclusive; nt = no result given; & = joins results of further samples; [ ] = dose if it differs, or a comment. Unless noted, the call rests on the fitted dose curve; in most records, active means well fitted curve in the direction sought with a large enough effect; inconclusive means small, poorly fitted or top-dose-only effect, or another doubt; inactive means no such curve, though single readings can be large; an effect the other way counts as inactive or inconclusive.

SMILES	AT treatment	TSHR antag	USP2a block	TRPV1 agonist	ELG1 repair inh	Mito fusion yeast	TCR act	hERG WT inh	KCNH2 3.1 inh	Eya2 phos inh
COc1ccc(C(=O)Nc2ccnn2C2CCN(Cc3ccn[nH]3)CC2)cc1	-6%	5	2%	-5	?	-2%	-7%	-1	9	1%
CCOC(=O)c1sc(NC(=O)c2ccc3nc[nH]c3c2)nc1C	?	-8	-1%	14	?	5%	-2%	-8	4	4%
Cc1cc(C)c(NC(=O)C2CC(=O)N(Cc3ccccc3)C2)c(C)c1 (configuration not stated)	0%	0	0%	1	-2%	4%	0%	0	26	12%
CCOC(=O)c1cc(-c2ccccc2)sc1NC(=O)CC(C)C	7%	17	1%	20	-1%	-4%	0%	15	7	-4%
Cc1cccc(N(C(=O)CNC(=O)c2cccs2)C(C(=O)NC2CCCC2)c2ccncc2)c1 (configuration not stated)	6%	-15	2%	1	0%	-3%	6%	-5	15	-6%
COC(=O)c1ccc(CN2C(=O)NC3(CCC(C)CC3)C2=O)cc1 (configuration not stated)	4%	1	1%	2	?	7%	5%	11	-2	17%
COc1ccc(CCNC(=O)C2CCCCC2C(=O)O)cc1OC (configuration not stated)	3%	-2	1%	2	-2%	1%	nt	nt	nt	-7%
COc1ccc(N(C)C(=O)C2CCCN2S(=O)(=O)c2cccc3nsnc23)c(OC)c1 (configuration not stated)	11%	1	2%	2	6%	0%	1%	-208*	-7	4%
CCOC(=O)Cc1c(C)nc2c(-c3ccccc3)c(C)nn2c1C	-3%	-21	0%	7	-18%	12%	-6%[46.1 µM]	7	2	-8%
COc1ccc(C)cc1NS(=O)(=O)c1ccc(NC(=O)CN(c2cc([N+](=O)[O-])ccc2C)S(C)(=O)=O)cc1	-1%	-17	-11%	2	0%	1%	6%[46.1 µM]	-18	-3	5%
COc1cccc(C(=O)Nc2c(C)n[nH]c2C)c1	9%	-1	2%	-3	2%	-2%	5%	-14	3	2%
CCN(CC)CCNC(=O)c1ccc(NC(=O)C2CC(=O)N(CCc3ccc(OC)c(OC)c3)C2)cc1 (configuration not stated)	2%	7	0%	1	8%	-2%	-3%	7	-13	18%
O=C(CSc1nnc(NC(=O)c2c(F)cccc2F)s1)NCc1ccc(F)cc1	7%	8	-5%	-1	0%	-4%	7%	-8	-14	3%
COc1ccccc1C=NNC(=O)c1ccccc1OCCOc1ccccc1	3%	nt	0%	nt	?	nt	4%	-3	-9	6%
CCOc1cc(C2C(C(=O)N3CCOCC3)=C(C)NC3=C2C(=O)CCC3)ccc1O (configuration not stated)	0%	5	3%	-5	19%	2%	5%	-1	-2	14%
CCOC(=O)c1c(N/N=C/c2ccncc2)n[nH]c1C	2%	-2	2%	3	?	7%	-3%[46.1 µM]	-7	-11	-14%
OCCSc1c(F)c(SCCO)c(SCCO)c(F)c1SCCO	4%	21	-1%	2	-7%	0%	nt	-11	3	-30%
O=C(CCC1CCCCC1)Nc1ncn[nH]1	4%	-6	2%	-1	3%	-3%	nt	3	1	15%
O=c1[nH]c2cccnc2n1Cc1ccccc1	10%	26	1%	3	18%	2%	-1%	-3	2	13%
CC(=O)Nc1ccc(C(=O)Nc2ccc(S(=O)(=O)N3CCCCC3)cc2)cc1	1%	-3	2%	0	-8%	-3%	2%	-5	-14	12%
O=C(Cc1ccccc1)Nc1ccc(C(=O)Nc2ccccc2C(=O)O)cc1	10%	1	1%	4	-3%	-2%	9%	4	6	1%
Cc1cc(NC(=O)C2CC(=O)N(c3ccccc3C)C2)no1 (configuration not stated)	10%	11	-1%	3	11%	0%	-1%	-22	0	9%
CCCN1CNC(=S)N(c2ccccc2OC)C1	-2%	7	6%	3	12%	-5%	-10%[46.1 µM]	-11	12	6%
O=C(NCc1cccs1)c1cc2ccccc2o1	0%	-4	3%	21	?	2%	5%	3	6	-3%[15.4 µM]
COc1ccc(C(=O)CSc2nnc(CNC(=O)c3ccccc3)o2)cc1	27%	13	1%	8	-7%	0%	-6%	-1	14	9%
COc1ccc(NC(=O)CCS(=O)(=O)c2ccc(OC)cc2)cc1	5%	-1	-2%	-2	-2%	3%	-3%	-7	3	-16%
COc1ccc(CCC(=O)Nc2cc(S(=O)(=O)N3CCCCC3)ccc2N(C)C)cc1	-5%	-3	-10%	18	?	2%	14%	3	0	-8%
O=C1N(c2ccccc2)C(=Nc2ccccc2)SC12CC2	-9%	-2	1%	1	-10%	2%	-1%	-4	-23	1%
Cc1cc(C(=O)COc2ccccc2Cl)c(C)n1C1CC1	-21%	-5	-2%	27	?	17%	13%	-5	-2	1%
CN(C(=O)CCNC(=O)Cn1cnc2ccccc2c1=O)c1ccc(Br)cc1	-6%	7	0%	1	3%	0%	-5%	-1	5	-13%
CCC(=O)Nc1ccc2c(c1)nc1n2CCN(CCOC)C1	-7%	6	3%	1	0%	8%	0%	-2	3	0%
COc1ccc(Cc2nnc(N/N=C/c3ccc(N(C)C)cc3)[nH]c2=O)cc1OC	-3%	-6	2%	-1	4%	2%	9%	0	2	6%
O=C(COc1ccccc1C(=O)N/N=C\c1ccc(O)c(O)c1)N/N=C/c1ccc(O)c(O)c1	-3%	16	0%	-3	0%	1%	-1%	-3	-21	2%
CCCn1nc(C(=O)NNC(=O)CSC(C)C(=O)Nc2cc(C)on2)c2ccccc2c1=O (configuration not stated)	-4%	4	2%	-1	?	3%	0%	-8	4	3%
O=C(NNS(=O)(=O)c1ccc(Br)cc1)C1CCCCC1	4%	2	1%	0	0%	-2%	-21%	-4	3	14%
CN(C)S(=O)(=O)c1ccc(C(=O)Nc2nc(-c3cccs3)cs2)cc1	2%	?	0%	17	12µM*	-2%	-3%	3	-26	-9%
CCN(CC)C(=O)CSc1nc(C)cc(-c2cccs2)c1C#N	-8%	3	1%	16	-12%	-2%	-2%	-9	3	3%
c1ccc(-c2nccc(-c3ccco3)n2)nc1	-3%	2	-1%	2	?	1%	-1%	-7	1	-17%
O=C1CC(c2ccccc2)CC(=O)C1Sc1ccc(Cl)cc1 (configuration not stated)	nt	14	1%	0	-7%	19%	-4%[46.1 µM]	-5	16	-1%
Oc1ccc(-c2nc(-c3ccc(F)cc3)c(-c3ccncc3)[nH]2)cc1	0%	-19&-4	1%	15	0%	-36%&-10%[inhibitor]	-1%	1	9	-9%&-2%
COc1ccc(NC(=O)COc2ccc(Br)cc2)c(OC)c1	-1%	23	-1%	4	18%	-4%	nt	5	-14	6%
N#CCCN(C(=O)CSc1nc(-c2ccccc2)cn1N)c1ccc(F)cc1	-1%	-7	2%	-1	13%	1%	2%	-1	1	-7%
CCOC(=O)c1c(NC(=O)CNC2CCCc3ccccc32)sc(C(N)=O)c1C (configuration not stated)	-3%	1	1%	1	11%	7%	2%	nt	18	-4%
COC(=O)N/N=C/c1c[nH]c2ccccc12	9%	29	1%	1	0%	-6%	1%[46.1 µM]	-3	-3	4%
CCCC1CCC(C(=O)Nn2cnc3ccccc3c2=O)CC1 (configuration not stated)	3%	2	0%	1	0%	11%	-2%	5	11	-7%
O=C(COC(=O)CCN=C1NS(=O)(=O)c2ccccc21)NC1CCCCCCC1	-23%	-8	-2%	7	?	3%	-4%	4	-22	-7%
COc1cc(C2C(C(=O)c3ccc(C)o3)=C(O)C(=O)N2c2cc(C)on2)ccc1OCc1ccccc1 (configuration not stated)	-4%	-9	2%	1	?	-6%	0%	-8	28	7%
O=C(O)CCCSCC(=O)Nc1ccccc1	5%	2	1%	2	-1%	-5%	1%	21	-25	-3%
Cc1cc(C)n2nc(C(=O)NC(C)(C)C)nc2n1	5%	14	1%	0	17%	1%	5%	10	-3	-1%
COc1ccccc1C(O)P(=O)(OC1CCCCC1)OC1CCCCC1 (configuration not stated)	-7%	-4	1%	?	-24%	7%	8%	-1	13	-1%
CC1=C(C#N)C(NC(=O)c2ccccc2Cl)(C(F)(F)F)C(=O)N1 (configuration not stated)	-1%	-7	2%	-5	3%	0%	0%[46.1 µM]	5	-16	1%
Cc1cc(C)c(C#N)c(Oc2ccc(O)cc2)n1	4%	-2	4%	0	-1%	1%	1%	3	3	-20%
CCc1cccc(NC(=O)CCc2c(C)nn(-c3ccc(N4CCCCC4)nn3)c2C)c1	-1%	7	1%	-4	-19%	6%	-5%	0	-3	0%

Random excerpt: two entries already listed, in no set order.
SMILES	AT treatment	TSHR antag	USP2a block	TRPV1 agonist	ELG1 repair inh	Mito fusion yeast	TCR act	hERG WT inh	KCNH2 3.1 inh	Eya2 phos inh
O=C(COC(=O)CCN=C1NS(=O)(=O)c2ccccc21)NC1CCCCCCC1	-23%	-8	-2%	7	?	3%	-4%	4	-22	-7%
Cc1cc(C)c(C#N)c(Oc2ccc(O)cc2)n1	4%	-2	4%	0	-1%	1%	1%	3	3	-20%

The list is partial; count on the stated rates, not on these rows.
